Screens deposited in PubChem by National Center for Advancing Translational Sciences (NCATS).
Epigenetic derep: Quantitative High-Throughput Screen for Regulators of Epigenetic Control. Potency, µM (series often up to 53.9 µM), without a hit: at the highest dose GFP activation, actives largely listed as activators. AID 1865, 2009. murine LDR cells, GFP reporter derepression, 30 h. 280,000 compounds, 0.2% hits; also: potency is read from the fitted curve at half-maximal effect; % of control where 0% means no effect; nearly all actives have a fitted effect of over 60% in size
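Reporter derepression read as number of fluorescent GFP-positive objects, 20-120 um in size, counted by laser-scanning cytometer. Mouse LDR line with an epigenetically silenced CMV-GFP locus; compound incubation 30 h, 37 C.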
IMPase Li cell: qHTS Assay for Identifying the Cell-Membrane Permeable IMPase Inhibitors: Potentiation with Lithium | AID 1457, 2008 | 210,000 compounds, 0.35% hits | CHO-M1 cells, IP1 TR-FRET (IP-One), carbachol + lithium | Potency, µM (top dose mostly 59.4 µM), for the others: top-dose activity, negative = IMPase inhibition, hits mostly inhibitors;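 also: IP1 builds up when IMPase is blocked and the TR-FRET signal falls; potency is read from the fitted curve at half-maximal effect; plate controls were basal vehicle for no effect and high inhibitor control for full effect; nearly all actives have a fitted effect of over 50% in size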
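IP1 accumulation measured by competitive TR-FRET in lysed CHO-M1 cells after 30 min compound exposure at 37C, with a small lithium addition to potentiate weak responses. Hill-equation AC50 from ratio and donor-channel data.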
LMNA splice mod: qHTS Assay for Modulators of Lamin A Splicing. HeLa LMNA splicing GFP/RFP minigene ratio, 48 h. Potency, µM (highest dose often 46.1 µM), for inactives: top-dose ratio change, negative = inhibition, usual class: inhibitors. 200,000 compounds, 0.01% hits; active = well fitted inhibition curve with a large enough effect in the signal ratio, with a control signal flat, not every such curve was filed as active; inconclusive = small, poorly fitted or top-dose-only effect, or effect the other way, or a change in a side signal; the % refers to the signal ratio; also: potency is read from the fitted curve at half-maximal effect; % is scaled to controls: 0 for no effect and ±100 for the full control effect
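Read-out is the ratio of GFP to DsRed2 object intensity, acquired by 488 nm laser-scanning cytometry on HeLa lamin A-EGFP minigene reporter cells. Compound incubation 48 hrs at 37 °C in Opti-MEM with 2% FBS; DMSO 0.5% final.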
KinaseGlo FLuc: Counterscreen for Luciferase (Kinase-Glo TM) Inhibition; Luciferin 4-monooxygenase (Photuris pensylvanica), Q27757; Kinase-Glo luciferase, ATP luminescence, 8 min; Potency, µM (series often up to 38.3 µM), without a hit: top-dose activity change, negative = inhibition, usual class: inhibitors; 200,000 compounds, 0.28% hits; AID 1379, 2008; also: potency is read from the fitted curve at half-maximal effect; % is scaled to controls: 0 for no effect and ±100 for the full control effect; nearly all actives have a fitted effect of over 60% in size
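Substrate mix (final 50 mM imidazole pH 7.2, 50 mM KCl, 7 mM MgCl2, 10 uM ATP, 0.01% Tween 20, 0.05% BSA) plus pin-tool compound, then Kinase-Glo detection mix; 8 min ambient, luminescence read.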
NPSR antagonist: qHTS Assay for Antagonists of the Neuropeptide S Receptor: cAMP Signal Transduction; CHO-NPSR cells, cAMP TR-FRET, antagonist mode; Potency, µM (highest dose often 38.3 µM), inactives show top-dose activity change, negative = inhibition, most hits filed as inhibitors; 220,000 compounds, 1% hits; also: potency is read from the fitted curve at half-maximal effect; % is scaled to controls: 0 for no effect and ±100 for the full control effect; nearly all actives have a fitted effect of over 50% in size; many of its hits are not listed in these tables
Target sequence (Q6W5P4 whole entry, looked up): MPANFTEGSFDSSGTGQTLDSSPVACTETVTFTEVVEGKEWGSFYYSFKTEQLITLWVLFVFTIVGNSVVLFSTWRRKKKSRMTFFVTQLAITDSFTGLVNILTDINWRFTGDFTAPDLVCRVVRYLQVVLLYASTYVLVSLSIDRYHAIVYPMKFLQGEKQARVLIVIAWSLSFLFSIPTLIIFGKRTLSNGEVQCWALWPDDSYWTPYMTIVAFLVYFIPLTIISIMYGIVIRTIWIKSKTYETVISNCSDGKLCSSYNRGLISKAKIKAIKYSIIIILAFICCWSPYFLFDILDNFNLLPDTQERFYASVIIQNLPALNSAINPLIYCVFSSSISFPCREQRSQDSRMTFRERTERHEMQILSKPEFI
CBFb RUNX1 block: qHTS Assay for Compounds Blocking the Interaction Between CBF-beta and RUNX1 for the Treatment of Acute Myeloid Leukemia; AlphaScreen CBFb-His/RUNX1-biotin binding, biochemical; AID 1477, 2009; Runt-related transcription factor 1 (Homo sapiens) + Core-binding factor subunit beta …; Potency, µM (series often up to 59.8 µM), for the others: top-dose activity, negative = inhibition, usual class: inhibitors; 230,000 tested, under 10 active; also: % of control where 0% means no effect
Target sequence (Q01196 whole entry, looked up): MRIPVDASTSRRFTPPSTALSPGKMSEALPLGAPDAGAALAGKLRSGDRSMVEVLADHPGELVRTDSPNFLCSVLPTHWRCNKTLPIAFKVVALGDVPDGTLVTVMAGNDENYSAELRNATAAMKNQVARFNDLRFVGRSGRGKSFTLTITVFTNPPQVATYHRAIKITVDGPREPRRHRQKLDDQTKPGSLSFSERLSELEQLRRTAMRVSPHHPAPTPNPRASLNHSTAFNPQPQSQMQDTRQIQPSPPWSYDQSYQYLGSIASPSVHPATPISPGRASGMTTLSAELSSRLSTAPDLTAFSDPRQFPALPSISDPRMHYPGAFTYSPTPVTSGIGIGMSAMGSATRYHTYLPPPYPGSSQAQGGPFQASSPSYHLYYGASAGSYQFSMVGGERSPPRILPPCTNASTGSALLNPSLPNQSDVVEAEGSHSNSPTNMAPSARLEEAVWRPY
Target sequence (Q13951 whole entry, looked up): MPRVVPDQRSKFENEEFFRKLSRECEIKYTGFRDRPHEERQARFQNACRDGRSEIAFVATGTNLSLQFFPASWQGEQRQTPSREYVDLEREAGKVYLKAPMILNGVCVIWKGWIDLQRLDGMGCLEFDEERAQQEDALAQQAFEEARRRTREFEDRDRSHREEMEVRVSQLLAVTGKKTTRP
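Proteins preincubated together for 20 min at RT before compound addition; 15 min later, nickel and streptavidin beads were added and left 90 min prior to AlphaScreen measurement.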
HttQ103 aggreg: qHTS Multiplex Assay to Identify Dual Action Probes in a Cell Model of Huntington: Aggregate Formation (GFP); PC12 HttQ103-GFP aggregates, Acumen cytometry, 40 h; 220,000 compounds, 1.1% hits; Potency, µM (highest dose often 46.1 µM), for inactives: at the highest dose activity change, negative = inhibition, most hits filed as inhibitors; also: potency is read from the fitted curve at half-maximal effect; % is scaled to controls: 0 for no effect and ±100 for the full control effect; nearly all actives have a fitted effect of over 60% in size
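Ecdysone-promoter PC12 model expressing HTT exon 1 Q103 fused to GFP, induced by tebufenozide at 100 nM final. Compounds titrated; aggregates sized 1–25 µm scored on a 488 nm laser cytometer.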
Active calls of the source: *; ? = inconclusive; . = not tested or not shown; & = joins results of further samples; [ ] = dose if it differs, or a comment. Unless noted, calls follow the shape of the dose curve; as a rule, active = well fitted curve in the direction sought with a large enough effect; inconclusive = small, poorly fitted or top-dose-only effect, or another doubt; inactive = no such curve, though single readings can be large; an effect the other way counts as inactive or inconclusive. An excerpt; the hit share may differ from the screen's.

The opening two records as a preview:
SMILES	Epigenetic derep	IMPase Li cell	LMNA splice mod	KinaseGlo FLuc	NPSR antagonist	CBFb RUNX1 block	HttQ103 aggreg
COc1ccc(S(=O)(=O)Nc2ccccc2)cc1OC	1.1%	-0.8%[38.3 µM]	8.8%	-3.7%	0.5%[46.1 µM]	0.3%	13.8%
COc1ccc(S(=O)(=O)Nc2cccc(NC(C)=O)c2)cc1	0.0%	16.1%[38.3 µM]	-11.4%	3.3%	0.5%[46.1 µM]	8.8%	3.3%

This part in full, from the first entry:
SMILES	Epigenetic derep	IMPase Li cell	LMNA splice mod	KinaseGlo FLuc	NPSR antagonist	CBFb RUNX1 block	HttQ103 aggreg
COc1ccc(S(=O)(=O)Nc2ccccc2)cc1OC	1.1%	-0.8%[38.3 µM]	8.8%	-3.7%	0.5%[46.1 µM]	0.3%	13.8%
COc1ccc(S(=O)(=O)Nc2cccc(NC(C)=O)c2)cc1	0.0%	16.1%[38.3 µM]	-11.4%	3.3%	0.5%[46.1 µM]	8.8%	3.3%
Cn1ncc([N+](=O)[O-])c1C(=O)Nc1ccc2c(c1)OCCO2	0.9%	11.3%[38.3 µM]	5.0%	-2.7%	0.0%[46.1 µM]	-0.5%	-17.3%
CCOCCCNC(=O)C1CCN(S(=O)(=O)N(CC(C)C)CC(C)C)CC1	-15.3%	25.3%[38.3 µM]	-15.4%	3.5%	-18.9%[46.1 µM]	7.3%	-6.3%
Cn1c(=O)c2c(ncn2CC(=O)N/N=C/C=C\c2ccccc2[N+](=O)[O-])n(C)c1=O	3.1%	.	.	.	-5.8%	1.1%	-4.7%[9.22 µM]
CC1CCCC(C)N1C(=S)NCc1ccco1 (configuration not stated)	1.1%	.	.	.	-3.3%	1.9%	-27.6%[9.22 µM]
O=C(C1=C[C@@H](C2CC2)C[C@@H](OCCCCO)O1)N1CCN(Cc2ccccc2)CC1	-0.8%	-2.1%	.	.	-0.4%	0.3%	18.7%[9.22 µM]
CC(=O)Nc1ccc(-c2ccc(NC(C)=O)c(O)c2)cc1O	3.2%	.	-2.6%[46 µM]	.	5.9%	-4.1%	-0.3%[9.22 µM]
C[C@H](NC(=O)OCc1ccccc1)c1nnc([C@H](Cc2ccccc2)NC(=O)OC(C)(C)C)o1	3.0%	.	.	.	-3.7%	24.5%	17.4%[9.22 µM]
O=C(NCCO)c1scc2c1OCCO2	-1.1%	-13.3%[38.3 µM]	16.1%	1.2%	10.8%[46.1 µM]	9.7%	-13.8%
C/C(=N\NC(=O)c1cc(C2CC2)nc2ccccc12)c1ccc(C)s1	0.8%	-7.9%[38.3 µM]	-7.9%	0.9%	-10.2%[46.1 µM]	2.8%	1.3%
CCOC(=O)c1c(C)[nH]c(C)c1C(=O)COC(=O)c1ccc(OC)cc1	-2.8%	1.8%	-4.6%[46 µM]	-2.4%	-6.1%	-4.2%	21.0%
CCOC(=O)c1c(C)nc2c(c1-c1cc(OC)ccc1OC)C(=O)c1ccccc1-2	-3.4%	16.0%	-6.7%	1.3%	-17.1%[46.1 µM]	-4.7%	6.7%
CCc1ccc(CNC(=O)C2CCCN(c3nc4ccccc4o3)C2)cc1 (configuration not stated)	3.1%	16.2%[38.3 µM]	-2.2%	-1.6%	-12.0%[46.1 µM]	-1.1%	31.8%
CCN(CC)S(=O)(=O)c1cccc(C(=O)N[C@@H](C)c2nc3ccccc3[nH]2)c1	-3.0%	9.6%	-2.6%[46 µM]	5.5%	-3.9%	-15.1%	19.3%
CCOc1ccc(-c2nnn(CCC#N)n2)cc1OC	-1.1%	2.3%	21.6%[46 µM]	-2.2%	5.2%	15.5%	.
Nc1nncn1C(=O)c1cccs1	3.1%	-13.1%[38.3 µM]	12.5%	-3.3%	5.1%[46.1 µM]	-0.9%	6.9%
COc1cc(/C=N/NC(=O)c2nc(-c3ccccc3)n(-c3ccccc3)n2)ccc1O	-1.0%	6.3%	-6.7%	0.1%	-15.3%	-9.2%	-5.7%
COc1ccccc1OCCC(=O)OCC(=O)Nc1ccc(Br)cc1	0.0%	-11.4%	-13.7%	0.0%	8.2%	1.2%	3.9%
Cc1cc(NC(=O)Nc2cc(F)ccc2F)no1	0.0%	.	.	.	11.0%	23.7%	-37.2%[9.22 µM]
Cc1cccc(NC(=S)NC2CC3CCCC(C2)N3Cc2cccs2)c1C (configuration not stated)	0.0%	0.9%[38.3 µM]	6.1%	-0.4%	-5.8%[46.1 µM]	-6.0%	-1.9%
Cc1cccc(-n2c(N)cc(=O)nc2SCC(=O)Nc2nnc(C)s2)c1	0.8%	8.9%[38.3 µM]	-9.1%	0.0%	-4.1%[46.1 µM]	0.7%	24.6%
CC(C)(O)C(=O)N=Nc1c(O)[nH]c2ccccc12	1.4%	12.2%	.	-10.9%	-2.4%	-0.1%	9.0%[9.22 µM]
CC(C)(C)NC(=S)Nc1ccc(Br)cc1	-3.1%	-0.1%[38.3 µM]	15.6%	-1.5%	-9.3%[46.1 µM]	3.8%	?
Cc1cc(N2CCN(c3ccccn3)CC2)n2cc(-c3ccccc3)nc2n1	0.0%	-2.7%	-17.0%	4.2%	-10.0%[46.1 µM]	3.0%	-24.6%
O=C(N/N=C\C=C\c1ccco1)C1COc2ccccc2O1 (configuration not stated)	?	.	.	.	-7.9%	-3.7%	16.6%[9.22 µM]
O=Cc1cn(-c2ccccc2)nc1-c1cccnc1	-0.4%	7.2%	0.7%[46 µM]	-2.0%	-1.2%	0.3%	-2.7%
O=C(O)C1CC(c2ccccc2)=Nc2ccccc2S1 (configuration not stated)	0.1%	.	.	.	7.2%	1.0%	29.5%[9.22 µM]
Cc1ccc(N2C(=O)c3ccc(C(=O)O)cc3C2=O)c(C)c1	-1.9%	-10.0%	8.1%	0.8%	-2.8%	-8.9%	1.5%
Cc1ccccc1Nc1nc(-c2cccnc2)nc2ccccc12	1.0%	17.5%	.	.	52.9%	-13.6%	1.1%[9.22 µM]

Going on with the list:
SMILES	Epigenetic derep	IMPase Li cell	LMNA splice mod	KinaseGlo FLuc	NPSR antagonist	CBFb RUNX1 block	HttQ103 aggreg
CCOC(=O)c1cnc(SC)nc1Oc1cccc(NS(=O)(=O)c2ccc(C)cc2)c1	-0.9%	-9.0%[38.3 µM]	-3.2%	0.4%	-26.9%[46.1 µM]	4.5%	?
CCOC(=O)C1=C(N)Oc2c(oc(CO)cc2=O)C1c1ccc(F)c(F)c1 (configuration not stated)	2.5%	-0.6%	-9.1%[46 µM]	0.0%	21.8%	7.6%	8.9%[9.22 µM]
COc1ccc(CN(C)CCc2ccccn2)cc1OC	1.0%	7.8%	-3.2%	2.6%	7.3%	9.4%	-5.2%
Cc1ccc(O)c(NC(=O)COc2cc(C)ccc2C)c1	-1.0%	6.2%[38.3 µM]	-4.6%	-1.5%	1.4%[46.1 µM]	-0.8%	?
COc1cc(C(=O)Nc2nc3ccc(C)cc3s2)ccc1OCc1c(C)noc1C	-3.0%	?	?	-0.7%	?	1.9%	3.9%
CN1C(=CC=C2C=C(I)C(=O)C(I)=C2)C(C)(C)c2ccccc21	0.0%	.	.	.	?	-12.0%	-6.0%[9.22 µM]
COc1cc2c(cc1OC)C(C)N(C(=O)c1cc3c(s1)-c1c(C)cccc1OC3)CC2 (configuration not stated)	0.9%	13.3%	?	-0.6%	-10.8%	-0.4%[2.36 µM]	?
O=C(O)c1cccc(CSc2nnc(COc3ccccc3)o2)c1	7.6%	17.6%[38.3 µM]	13.0%	2.8%	3.9%[46.1 µM]	4.6%	0.7%
O=C(Cc1c(F)cccc1Cl)N1CCOCC1	-1.8%	4.8%	10.2%[46 µM]	1.3%	6.1%	8.2%	-4.5%
CSC1=C(C#N)C(c2ccccc2)C(C(C)=O)=C(C)N1 (configuration not stated)	0.0%	7.4%	?	0.9%	-3.8%	3.2%	.
COc1ccc(CNc2nn[nH]n2)cc1OC	4.7%	16.6%[38.3 µM]	-9.8%	-5.6%	-4.4%[46.1 µM]	0.5%	2.7%
CC(=O)c1cccc(NC(=S)NCCc2ccc(F)cc2)c1	-0.1%	-1.2%	.	1.6%	-5.9%	3.2%	-26.1%
Cc1ccc(S(=O)(=O)N(CC(=O)N2CCOCC2)C2CCCCC2)cc1	0.0%	24.9%[38.3 µM]	2.0%	2.1%	22.1%[46.1 µM]	5.0%	-7.2%
CCN1/C(=C2\C(=O)N(C)C(=S)N2c2ccccc2)C=Cc2ccccc21	-0.2%	.	.	.	-54.5%	-19.7%	-22.7%[9.22 µM]
Cc1cc(=O)oc2cc(OCC(=O)OCC(=O)NCCc3ccccc3)ccc12	-0.1%	-11.2%	.	-0.6%	4.7%	-23.1%	-10.3%
CCC(C)(C)NC(=O)Cn1c(-c2ccc(C)cc2)noc1=O	0.0%	.	.	.	10.5%	13.7%	-15.2%[9.22 µM]
Cc1ccc(S(=O)(=O)N(C)CCCC(=O)NC(C)(C)C)cc1	-2.1%	3.6%	-16.0%[46 µM]	-1.6%	15.2%	0.4%	-19.9%[9.22 µM]
CCS(=O)(=O)N1CCN(C2CCC(c3ccccc3)CC2)CC1 (configuration not stated)	-1.5%	10.9%[38.3 µM]	-6.5%	7.0%	-4.5%[46.1 µM]	2.3%	-8.2%
COc1ccc(CCNC(=O)CCCCCn2c(SCC(N)=O)nc3cc4c(cc3c2=O)OCO4)cc1OC	-1.4%&-1.3%	4.0%	?	1.4%	4.3%	-5.3%	-13.6%
O=S(=O)([O-])C/C(=C\c1ccc(Cl)cc1)c1cc[n+](CCO)cc1	-1.7%	3.2%	.	0.4%	6.2%	2.1%	7.0%
COc1ccc(C2c3c(-c4cc(Cl)c(C)cc4O)n[nH]c3C(=O)N2Cc2cccnc2)cc1OC (configuration not stated)	-1.0%	37.3%[activator][38.3 µM]	-21.3%	-1.5%	?	-22.5%	20.4%
COc1ccccc1NC(=O)CSc1ccc2nnc(-c3ccncc3)n2n1	0.0%	7.1%[38.3 µM]	12.3%	-3.1%	-2.1%[46.1 µM]	1.6%	4.2%
CSc1nnc(C)c(=O)n1COC(=O)/C=C/c1ccccc1	0.7%	6.7%	.	-0.7%	11.0%	-6.1%	-14.2%
COc1cccc(O)c1O	-1.4%	47.8%[activator]	?	-3.5%	.	.	.
